Screens from PubChem BioAssay.
GSIS activator: GLuc luminescence reporter in INS-1E cells, primary screen for activators of glucose-dependent secretion of insulin. INS-1E GLuc reporter insulin secretion, 2-3 h. activation, % at 16.6 µM. hit rate 0.61% among 370,000. AID 743287, 2014;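 active = lowest replicate activation of at least 40%, so every replicate reaches that level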;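 also: 0% = median of neutral control wells and 100% = median of IBMX positive control wells; some compounds called inactive have numbers as strong as hits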
FN deposit inh: inhibitors of fibronectin matrix deposition, primary screen, AH1F cells, Alexa488-fibronectin fluorescence, plate reader; AH1F fibroblasts, overnight; inhibition, % at 12.6 µM; hit rate 0.086% among 350,000; AID 743247, 2014;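 active = mean inhibition across replicates of 30% or more, regardless of how many single replicates reach that level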;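 also: positive control wells lacked labelled fibronectin entirely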
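Test system: AH1F fibroblast monolayer depositing Alexa488-labelled fibronectin into matrix. Input: 10000 cells per well. Technique: fluorescence, ex 485 nm, em 525 nm. Buffer or medium: DMEM plus 2% serum, read in PBS. Timing: 1 h cell adhesion before compound, then overnight fibronectin incubation. Compound: single dose, pinned. Read-out basis: inhibition from reduced deposited-fibronectin fluorescence.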
* marks the source's active call; other numbers are inactive results; & = joins results of further samples.

Order of results: GSIS activator, FN deposit inh
Cc1ccc(Oc2nnc(-c3cccs3)c3ccccc23)cc1C
    -6, -4
COc1ccc2cc(-c3cc(C(=O)OCC(=O)NC4CCS(=O)(=O)C4)c4ccccc4n3)ccc2c1 (centres undefined)
    91*, 0
C=CCn1c(CSCc2ccccc2)nnc1SCC(=O)N1CCN(c2ccccc2)CC1
    -41, 3
O=C(NC(=S)Nn1cnnc1)c1cccc(Br)c1
    3, -2
O=C(N/N=C/c1ccc(-c2ccccc2C(=O)O)o1)c1cccs1
    3, 0
CCc1ccc(NS(=O)(=O)c2ccc3[nH]cc(C(=O)N4CCc5ccccc54)c(=O)c3c2)cc1
    -29, 3
O=C(c1cccs1)N1CCC2(O)CCCCC2C1c1ccc(F)cc1 (centres undefined)
    54*, 1
Cc1ccccc1NC(=O)Cn1c(O)c(N=NC(=O)c2ccccc2O)c2ccccc21
    23, -6
O=C1NC(=Nc2ccc(Cl)cc2)SC1Cc1cc(Cl)ccc1Cl (centres undefined)
    -13, -2
COc1cc(/C=N/NC(N)=S)ccc1OC(=O)c1ccc(C)cc1
    6, -1

The final 4 compounds of the section above come first, to join the parts:
Order of results: GSIS activator, FN deposit inh
O=C(c1cccs1)N1CCC2(O)CCCCC2C1c1ccc(F)cc1 (centres undefined)
    54*, 1
Cc1ccccc1NC(=O)Cn1c(O)c(N=NC(=O)c2ccccc2O)c2ccccc21
    23, -6
O=C1NC(=Nc2ccc(Cl)cc2)SC1Cc1cc(Cl)ccc1Cl (centres undefined)
    -13, -2
COc1cc(/C=N/NC(N)=S)ccc1OC(=O)c1ccc(C)cc1
    6, -1
CC(C)CN(C(=O)COC(=O)C12CC3CC(CC(O)(C3)C1)C2)C1CCS(=O)(=O)C1 (centres undefined)
    0, 8
COc1ccc(Br)cc1S(=O)(=O)n1ccnc1
    -8, 1
CC(=O)Nc1ccc(CN2CCc3c([nH]c4ccccc34)C2c2ccccn2)cc1 (centres undefined)
    -8, 2
CCOC(=O)N1CCN(C(=O)c2ccccc2NC(=O)c2ccc(C(C)(C)C)cc2)CC1
    -24, 9
O=C(CCC(=O)Nc1ccc(F)cc1)N/N=C/c1ccccc1O
    -2, -8
COc1ccc(CN(C)C(C)C(=O)Nc2ccc([N+](=O)[O-])cc2Cl)cc1OC (centres undefined)
    14, 5
Cc1nn(Cc2ccccc2)c(=O)c2nn(-c3ccc(Cl)cc3)c(C)c12
    -32, 1
Cc1ccc(SCc2cc(=O)[nH]c(/N=C(\N)Nc3ccccc3Sc3ccccc3)n2)cc1
    -16, 1
O=C(Nc1ccc(Cc2ccncc2)cc1)C1CCC(N2C(=O)C3CCCCC3C2=O)CC1 (centres undefined)
    -6, 11
Cc1cc2cc3c(cc2nc1SCc1ccccn1)OCCO3
    13, 14
COC(=O)c1[nH]c2ccc(F)cc2c1NS(=O)(=O)c1ccc(F)c(C)c1
    -30, -2
C/C(=N\N1CCN(C2c3ccccc3-c3ccccc32)CC1)c1ccco1
    0, -9
Cc1nc(NC(=S)NC(=O)COc2ccccc2Cl)ccc1Br
    3, 12
O=C(O)CCCNc1c(C(=O)Nc2ccc(Cl)cc2)cc([N+](=O)[O-])cc1[N+](=O)[O-]
    -13, 0
Cc1cccc(N2CCN(C(=S)c3ccc(-c4ccccc4[N+](=O)[O-])o3)CC2)c1
    -17, 3
COc1ccc(NS(=O)(=O)c2ccc(NC(=S)NC(=O)/C=C/c3ccc(C)cc3)cc2)nn1
    -17, -6
COc1ccc(Nc2ccnc(Nc3ccc(OC)cc3)n2)cc1
    -19, 9
CCc1[nH]c(=S)c(C#N)c(-c2ccccc2)c1C(=O)OC
    16, 5
C[C@H](CO)N1C[C@H](C)[C@@H](CN(C)C(=O)[C@@H]2CCCN2C)OCc2ccccc2-c2ccccc2C1=O
    -1, 4
C[C@H]1COCc2cn(nn2)CCCC(=O)N1
    25, 3
COc1ccc(N(C(=O)COc2ccc(C)cc2)S(=O)(=O)c2ccc(C)cc2)cc1
    -27, 0
CCCc1nnc(-c2ccc(OC)cc2)o1
    27, 2
Fc1ccc(CN2[C@@H]3CN(CC(F)(F)F)C[C@H]2C3c2ccccc2)cc1 (some centres undefined)
    -41&-37, -7&1
O=C(CSc1nnc(SCc2ccccc2)s1)N/N=C/C=C/c1ccccc1[N+](=O)[O-]
    -5, -1
O=C1N[C@@H](c2ccccc2)COCc2cn(nn2)CC[C@H]1Cc1ccc(C(F)(F)F)cc1
    4, 0
COc1cccc(C(=O)NCC(=O)OCC(=O)Nc2cc(OC)c([N+](=O)[O-])cc2C)c1
    -17, 5
NS(=O)(=O)c1ccc(NC(=O)COC(=O)c2cn(-c3ccccc3)nc2-c2ccc(F)cc2)cc1
    65*, -7
N#C/C(=C\c1ccc(-c2ccc(Br)cc2)o1)C(=O)NCCc1c[nH]c2ccccc12
    -13, -2
C[C@H](CO)N1C[C@H](C)[C@@H](CN(C)Cc2ccc(C(=O)O)cc2)OCc2ccccc2-c2ccccc2C1=O
    6, 7
COc1cc(/C=N/NC(=O)c2ccc(=O)[nH]n2)ccc1O
    10, 4
Cn1cc([C@@H]2C[C@H]3CN(Cc4cccc(Cl)c4)C(=O)[C@]34CCCN24)c2ccccc21
    6, 2
O=C(Cc1ccccc1)NN1C(=O)C2C3C=CC([C@@H]2C1=O)C31CC1 (some centres undefined)
    -8, -4
CC(O/N=C/c1ccccc1OC(F)F)C(=O)Nc1cccc(S(=O)(=O)N2CCOCC2)c1 (centres undefined)
    -16, -1
O=C(CSCc1cccc(Cl)c1)Nc1ccccc1-c1ccccc1
    -24, 3
COCCCNC(=O)CC(=O)N/N=C\c1ccc(SC)cc1
    10, 8
Cc1cc(C)c(S(=O)(=O)N2CCCOC2CNC(=O)C(=O)NCCc2c[nH]c3ccccc23)c(C)c1 (centres undefined)
    -32, 2
COc1ccc(C(=O)c2cc([N+](=O)[O-])ccc2N2CCCC2)cc1
    -14, 0
O=C1CN(CC(=O)NC(=O)NCc2ccccc2)CCN1
    21, 0
COc1cc(NC(=S)NC(=O)c2ccccc2F)ccc1NC(=O)c1ccco1
    10, 11
CC(Oc1ccc(Cl)cc1)C(=O)N/N=C/c1ccsc1 (centres undefined)
    -18, -2

Individual results from the results shown.
COc1cc(NC(=S)NC(=O)c2ccccc2F)ccc1NC(=O)c1ccco1 in GSIS activator shows 10
O=C(CSCc1cccc(Cl)c1)Nc1ccccc1-c1ccccc1 in FN deposit inh shows 3
COc1ccc(C(=O)c2cc([N+](=O)[O-])ccc2N2CCCC2)cc1 in GSIS activator shows -14
COCCCNC(=O)CC(=O)N/N=C\c1ccc(SC)cc1 in FN deposit inh shows 8
CC(O/N=C/c1ccccc1OC(F)F)C(=O)Nc1cccc(S(=O)(=O)N2CCOCC2)c1 (centres undefined) in GSIS activator shows -16
Cn1cc([C@@H]2C[C@H]3CN(Cc4cccc(Cl)c4)C(=O)[C@]34CCCN24)c2ccccc21 in FN deposit inh shows 2

Next section:
mol	GSIS activator	FN deposit inh
CCOc1ccc(C(=O)N/N=C/c2cc(Cl)ccc2[N+](=O)[O-])cc1	92*	-9
O=C(O)c1ccc(O)c(N2C(=O)Nc3ccccc3N2O)c1	20	-6
COC(=O)c1[nH]c2ccc(Cl)cc2c1NC(=O)c1ccccc1[N+](=O)[O-]	27	-6
COc1ccc(OCC(=O)Nc2cccc(C(=O)Nc3ccccc3C(=O)O)c2)cc1	5	-5
COc1ccccc1NC(NC(=O)c1ccccn1)C(Cl)(Cl)Cl (centres undefined)	-8	5
O=C(CCC(=O)Nc1ccccc1Cl)N/N=C/c1ccccc1	6	3
O=C(/C=C/c1ccc(OC(F)F)cc1)OCC(=O)N1CCN(C(=O)c2ccco2)CC1	2	-6
OC(COCc1ccc(Cl)cc1)CN1CCc2ccccc2C1 (centres undefined)	19	18
S=c1[nH]nc(Cc2ccccc2)n1-c1cccc2ccccc12	17	-6
Cc1ccc(CN2CCN(/N=C/c3cc(Br)cc(Br)c3O)CC2)c(C)c1	-8	-3
O=C(CSc1nnc(-c2ccccc2)n1-c1ccc(Cl)cc1)NNC(=S)Nc1ccccc1	-19	9
CCOC(=O)C1CCCN(C(=S)Nc2cccc(Cl)c2)C1 (centres undefined)	2	4
O=C(COc1ccc2ccccc2c1)NNC(=O)c1cnccn1	2	9
Cc1cccc(CCNC(=O)CCS(=O)(=O)c2ccc(Br)cc2)c1	0	-5
Cc1c(C(=O)Nc2nc3ccccc3[nH]2)cccc1[N+](=O)[O-]	23	8
CNC[C@@H]1Oc2ccc(N)cc2C(=O)N(C)C[C@@H]1C	16	8
O=C(c1nn2c(C(F)(F)F)cc(-c3cccs3)nc2c1Br)N1CCCc2ccccc21	-1	9
Cc1ccc2nc(SCC(=O)NNC(=O)c3ccccc3)[nH]c2c1	-16	-4
C=CCn1c(O)c(N=NC(=S)Nc2cccc(C)c2)c2ccccc21	14	14
C/C=C/c1ccc([C@@H]2[C@@H](CO)N(C(=O)NC(C)C)C23CN(Cc2ccc(OC)cc2)C3)cc1	-10	-3
COc1ccc(C(NC(=O)/C=C/c2ccco2)c2ccc(OC)cc2)cc1	-14	-10
CCN1CN(Cc2ccccc2)CNC1=S	4	3
COc1ccc(/C=C2/C(=O)N(Cc3ccccc3)N=C2C)cc1	-12	2
C/C(=N\NC(=O)NC1CCCCC1)C1CCCCC1	-4	6
CCC(=O)Nc1ccc(C(=O)NCCCn2ccnc2)cc1	2	1
COc1ccc(C(=O)NC(=S)N2CCN(c3ccc([N+](=O)[O-])cc3)CC2)cc1	-7	4
COc1ccc(OCc2n[nH]c(=S)n2-c2ccc(C)cc2)cc1	-6	-2
O=[N+]([O-])c1cccc(-c2nnc(C34CC5CC(CC(C5)C3)C4)o2)c1	6	-7
COc1ccc(/C=N/NC(=O)c2cccc(NC(=O)c3ccc(Cl)cc3)c2)c(OC)c1	-16	9
CC(=O)c1ccc2c(c1)Cc1cc(C(C)=O)ccc1-2	17	-4
COc1cccc(CC(NC(C)=O)C(=O)NC2CCN(c3c(Cc4ccccc4)c(C)nc4ncnn34)CC2)c1OC (centres undefined)	5	-5
CCN1CCN(C(=O)c2ccc(Sc3ccccc3Cl)c([N+](=O)[O-])c2)CC1	-3	-3
CC(C)(C)[S@@](=O)N1Cc2cc(C(=O)N3CCOCC3)nc(-c3cccc(C4=CCCC4)c3)c2[C@H]1CCO	-2	2
COc1ccc(C(O)C(CC(=O)NCCCOC(C)C)C(=O)NCCCOC(C)C)cc1OC (centres undefined)	14	-5
CCCCN(C(=O)CSc1nnc(-c2ccc(OC)cc2)n1CC)c1c(N)n(Cc2ccccc2)c(=O)[nH]c1=O	-10	-10
C[C@H]1CC(=O)NCC/C=C\C[C@@H](c2cccc(Cl)c2)NC1=O	-3	-16
CCNC[C@@H]1[C@@H](c2ccc(C#Cc3ccccn3)cc2)[C@@H](CO)N1C(=O)C1CC1	5	-16
CCN(CC)C(=O)c1ccccc1NC(=O)c1ccccc1SC	10	-8
COc1cccc(NC(=O)COC(=O)/C=C/c2ccc(Cl)cc2Cl)c1	14	3
COc1cc(NC(=O)Nc2ccc(C)cc2)cc([N+](=O)[O-])c1	10	3
Cc1cccc(Oc2cc(NC(=O)Cn3cnc([N+](=O)[O-])n3)cc([N+](=O)[O-])c2)c1	-22	0
COc1ccccc1OCC(=O)NCCSCc1cccc(Cl)c1	-12	-8
Cc1cc(C)cc(NC(=O)CSc2cc(C(=O)c3nccn3C)c3ccccc3n2)c1	14	3
Cn1cccc1/C=N\NC(=O)Cc1ccc(Br)c2ccccc12	-27	-2
CC(C)C(C)(C#N)NC(=O)CSc1nc(C2CCCCC2)n(-c2ccccc2)n1 (centres undefined)	-21	-4
CCNC[C@@H]1[C@H](c2ccccc2)[C@@H](CO)N1C(=O)Cc1ccccn1	-1	-4
COC(=O)c1c(C(=O)OC)c(-c2ccc(F)cc2)n2c1CS(=O)(=O)C2	19	0
C[C@H](CO)N1C[C@H](C)[C@@H](CN(C)Cc2ccc(Cl)c(Cl)c2)OCc2ccccc2-c2c(n(C)c3ccccc23)C1=O	-16	-4
Cc1ccc(CN2CCSCC2)c(C)c1	7	2
Cc1ccc(C(=O)Nc2ccc3c4c(cccc24)CC3)cc1[N+](=O)[O-]	-6	1
Cc1cccc(CS(=O)(=O)Cc2ccc(C(=O)NCC3CCCO3)o2)c1 (centres undefined)	-8	-1
Cn1ccnc1C(=O)c1ccc(NN)c([N+](=O)[O-])c1	16	1
CN(c1ccccc1)S(=O)(=O)c1cccc(NC(=O)CC(C)(C)C)c1	-61	5
Cc1cccc(C)c1NC(=S)NC(=O)c1ccccc1F	13	3
CC12C=CC3(CN(Cc4ccccc4)C(=O)C3C1C(=O)NC1CC1)O2 (centres undefined)	22	-12
CCOC(=O)c1c(-c2ccccc2)csc1NC(=O)CCN1CCOCC1	-13	1
Cc1cc(C)c(NC(=O)COC(=O)/C=C/c2cccc(C(F)(F)F)c2)c(C)c1	12	9
N/C(=N/O)C(c1ccccc1)c1ccccc1	-7	-2
COc1ccc(C(=O)N/N=C(/C)c2cccc(NC(=O)C(F)(F)F)c2)cc1	-9	-5
C[C@H]1COCn2nncc2CC[C@H](Cc2ccccc2)C(=O)N1	8	-13
C#CCN1C(=O)C(O)(CC(=O)/C=C/c2ccco2)c2ccccc21 (centres undefined)	-5	10
COc1ccc(NC(=O)C(c2cc3c(cc2[N+](=O)[O-])OCO3)N(C)c2ccccc2)cc1 (centres undefined)	-26	-1
COc1cccc(-c2nnc(SCC3CNC(=O)O3)n2-c2ccc(Cl)cc2)c1 (centres undefined)	14	2

The list is partial, so the mix of outcomes need not match the whole.
